STEP block = STEP (human) phosphatase inhibition | P54829 | recombinant STEP, OMFP fluorogenic substrate, fluorescence | 0.25% of 360,000 active | inhibition, % at 20 µM;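 active = inhibition at 20 µM, scaled per plate between control wells, above about 37%, limit read from the data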;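 also: 0% = DMSO with enzyme and substrate and 100% = substrate only without enzyme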
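Material: STEP (striatal-enriched tyrosine phosphatase) enzyme, cell-free | Medium: 50 mM Bis-Tris pH 6.0 with 2.5 mM DTT and 0.005% Tween 20 | Read-out: Percent inhibition scaled to no-enzyme and uninhibited-enzyme controls, plate-pattern corrected | Signal: Fluorescence read at 480 nm ex / 540 nm em | Times: 20 min reaction, room temperature, in the dark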
DNMT1 block = blocks human DNA methyltransferase DNMT1; P26358; DNMT1 molecular beacon, Hinp1I cleavage, fluorescence; inhibition (reported as % activation of signal), % at 10 µM; 0.83% of 360,000 active; in the data active = inhibition above about 50%
Tb MetRS inh = blocks T. brucei methionyl-tRNA synthetase activity; purified T. brucei MetRS, ATP depletion, Kinase-Glo luminescence; 0.4% of 360,000 active; inhibition, % at 11.9 µM; AID 624268;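 active = inhibition above a per-plate cutoff of the control wells' mean inhibition plus 3 SD, cut at about 5.5% in these data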;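 also: 0% = DMSO wells median and 100% = median of wells with control inhibitor compound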
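Test system: purified T. brucei MetRS enzyme. Also added: ATP, methionine and E. coli bulk tRNA substrates. Compound: 11.9 µM single point. Schedule: 15 min enzyme-compound preincubation, 2 h reaction, 10 min detection, 25 °C. Signal: luciferase luminescence of residual ATP, Kinase-Glo. Evaluation: percent inhibition versus plate control medians. Controls: DMSO wells, low control.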
CSN deneddyl inh = inhibitors of human CSN-mediated cullin deneddylation. AID 651999. inhibition, % at 12.5 µM. Purified CSN, SCF-Nedd8-OG deneddylation, fluorescence polarization. 0.38% of 360,000 active;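 active = pattern-corrected inhibition above about 35%, with an unprinted fluorescence ratio check between 0.5 and 1.5, limit read from the data, passing the limit was not always enough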;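 also: 0% = enzyme with substrate and 100% = substrate without enzyme; some results filed as inactive read as strong as hits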
Target sequence (Q92905 whole entry, looked up, one chain of several): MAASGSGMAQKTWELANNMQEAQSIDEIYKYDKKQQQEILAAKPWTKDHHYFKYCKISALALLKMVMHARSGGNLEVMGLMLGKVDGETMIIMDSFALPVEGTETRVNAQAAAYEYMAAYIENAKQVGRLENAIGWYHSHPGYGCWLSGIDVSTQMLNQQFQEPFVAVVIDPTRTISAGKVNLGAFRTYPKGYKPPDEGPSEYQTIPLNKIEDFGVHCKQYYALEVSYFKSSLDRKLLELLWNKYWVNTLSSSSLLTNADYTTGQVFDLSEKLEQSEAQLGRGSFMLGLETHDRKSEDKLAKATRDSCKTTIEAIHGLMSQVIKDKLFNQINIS
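Material: human Csn5 produced in HEK293T cells; Input: enzyme 0.24 nM; Reagent: SCFSkp2-Nedd8OG substrate at 10 nM final; Dosing: 12.5 µM compound; Incubation: 90 min reaction at room temperature; Detection: fluorescence polarization of the substrate; Evaluation: % inhibition of substrate cleavage by Csn5; Control set: substrate-only high control, full reaction low control.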
Scp-1 inhibitor = Scp-1 (human) phosphatase inhibition; Recombinant Scp1, phosphopeptide, malachite green phosphate absorbance; inhibition, % at 20 µM; 0.88% of 340,000 active; AID 493091;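 active = inhibition above about 50% at 20 µM, limit read from the data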;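 also: plate controls were DMSO wells with enzyme for no effect and wells lacking enzyme for full effect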
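Material – SCP-1 phosphatase catalytic domain, residues 76-261 · Buffer or medium – Acidic Tris acetate buffer with magnesium and detergent · Also added – Phospho 17-mer peptide substrate · Compound – single 20 µM dose, 1% DMSO · Times – 45 min room-temperature reaction, 5 min colour, 30 min stabiliser · Technique – Phosphate-binding colour reagent, absorbance read at 630 nm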
NadD block = NadD (S. aureus) enzyme inhibition; purified NadD enzyme, colorimetric absorbance read-out; inhibition, % at 20 µM; 0.78% of 360,000 active; in the data active = inhibition above about 26%; also: some compounds past the cut are filed as inactive
MsrA inh = bovine MsrA inhibition | purified bovine MsrA, absorbance read-out | inhibition, % at 15.5 µM | 0.75% of 360,000 active | AID 651718; in the data active = inhibition above about 4.5%;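 also: 0% = vehicle wells with enzyme and 100% = reference inhibitor wells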
Rpn11 inh = blocks the human proteasome subunit Rpn11. O00487. human 26S proteasome, Ub4-pepOG fluorescence polarization; 20S core pre-blocked with epoxomicin. calls only at 20 µM. 0.59% of 360,000 active;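 active = inhibition at 20 µM, scaled to each plate's controls, above about 33%, limit read from the data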
Target sequence (O00487 whole entry, looked up): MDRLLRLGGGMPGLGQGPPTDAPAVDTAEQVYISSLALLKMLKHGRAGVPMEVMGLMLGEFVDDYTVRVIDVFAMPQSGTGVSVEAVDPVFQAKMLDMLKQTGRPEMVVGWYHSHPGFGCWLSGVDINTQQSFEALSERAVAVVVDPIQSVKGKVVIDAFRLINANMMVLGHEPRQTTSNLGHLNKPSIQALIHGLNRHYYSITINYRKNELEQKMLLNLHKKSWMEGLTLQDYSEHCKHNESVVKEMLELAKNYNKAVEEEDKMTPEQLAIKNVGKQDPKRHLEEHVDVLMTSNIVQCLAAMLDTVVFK
SUMO1-SIM PPI = modulators of human SUMO1-mediated protein-protein interactions; P63165; AID 602429; 0.33% of 360,000 active; inhibition, % at 20 µM; SUMO1 binding to a labelled peptide, TR-FRET, 1 h; in the data active = inhibition above about 37%
Target sequence (P63165 whole entry, looked up): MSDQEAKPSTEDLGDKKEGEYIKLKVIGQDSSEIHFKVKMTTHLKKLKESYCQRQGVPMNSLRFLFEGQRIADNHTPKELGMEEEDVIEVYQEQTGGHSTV
LMPTP block = blocks human LMPTP phosphatase; P24666; recombinant LMPTP-A, OMFP fluorogenic substrate, fluorescence intensity; inhibition, % at 20 µM; 0.22% of 360,000 active;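 active = compounds that cut the enzyme signal by at least half of the control window in the single-dose screen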;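 also: plate controls were DMSO wells with enzyme plus substrate for no effect and substrate without enzyme for full effect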
Target sequence (P24666 whole entry, looked up): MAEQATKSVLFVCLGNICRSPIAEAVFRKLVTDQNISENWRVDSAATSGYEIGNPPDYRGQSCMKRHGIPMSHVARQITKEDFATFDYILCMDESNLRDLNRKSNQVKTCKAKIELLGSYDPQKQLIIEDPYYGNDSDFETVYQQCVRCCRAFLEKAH
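Buffer or medium: Bis-Tris pH 6.0, DTT, detergent; Assay system: LMPTP-A enzyme; Quantity: 0.625 nM enzyme; Detection: endpoint fluorescence intensity; Times: 50 min dark incubation at room temperature; Controls: substrate-only low control, DMSO enzyme-plus-substrate high control; Doses: single 20 µM dose; Read-out: percent inhibition versus substrate-only and uninhibited controls; Reagent: 400 µM OMFP.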
Numbers without * were called inactive; i = inactive; nt = no result given; + = active, no number; & = joins results of further samples.

SMILES | STEP block | DNMT1 block | Tb MetRS inh | CSN deneddyl inh | Scp-1 inhibitor | NadD block | MsrA inh | Rpn11 inh | SUMO1-SIM PPI | LMPTP block
Cc1cc(C(=O)OCC(=O)Nc2ccc(F)cc2)c(C)o1 | 0 | 1 | -0.7 | 1 | -7 | 7 | 1.7 | i | -3 | -0.9
COc1ccc(CC(=O)N2CCN(c3ccc(F)cc3)CC2)cc1 | 1 | 0 | -0.2 | -4 | -2 | 3 | 1.2 | i | 12 | 0.4
COc1ccc(Nc2nnc(-c3ccc(O)cc3)c3ccccc23)cc1 | 1 | 13 | -0.8 | 2 | 2 | 7 | 1.3 | i | 3 | -0.5
O=C(CS(=O)(=O)c1ccc(F)cc1)N1CCOCC1 | -1 | 3 | 0.1 | 4 | -7 | 0 | 0.7 | i | 7 | -0.9
COc1ccc(CCNC(=O)CCNC(=O)c2ccccc2Cl)cc1 | -6 | 6 | -1.0 | 0 | 1 | -2 | -0.1 | i | 7 | -0.8
CCC1CCCCN1C(=O)COC(=O)c1cc(C)nc2ccccc12 (configuration not stated) | -2 | 1 | -0.1 | 2 | -1 | 5 | -0.5 | i | -22 | -1.5
COc1ccc(OC)c(C2C(C(C)=O)=C(O)C(=O)N2CCC(=O)O)c1 (configuration not stated) | -1 | 0 | -0.4 | 3 | 0 | 7 | 1.9 | i | -4 | -1.1
CCOC(=O)[C@H]1[C@H]2COc3ccc(Cl)cc3[C@@H]2N2C(=O)c3cc(OC)ccc3NC(=O)[C@@]12C | 1 | 0 | -0.2 | 1 | -11 | 0 | 1.1 | i | 8 | 0.4
COc1ccc(NCc2ccc(OC)c(Cn3ccnc3)c2)c(OC)c1 | 0 | -5 | -0.7 | 7 | -12 | -3 | -0.4 | i | -2 | 0.4
CCCCOc1ccc(C(=O)NNC(=S)NC(=O)CC)cc1 | -1 | 4 | 0.0 | -2 | -5 | 1 | nt | i | 5 | -1.1
CN(CCc1ccccc1)C(=O)c1ccc(NC(=O)Cc2ccc(NC(=O)C3CCN(C(=O)C4CCCCC4)CC3)cc2)cc1 | 4 | -7 | -0.1 | 2 | -8 | 9 | 1.0 | i | 1 | -0.6
Cc1noc(C)c1COc1cccc(C(=O)OCC(=O)NC(=O)c2ccc(OC(F)F)cc2)c1 | 2 | -2 | 0.3 | 9 | -12 | 8 | -1.0 | i | -1 | 8.7
COc1cc(OC)c(C(=O)Nc2ccccc2-c2ccccc2)cc1OC | 1 | -6 | 0.0 | 2 | -37 | -7 | -1.3 | i | 6 | 1.5
O=C(Cn1cnc2c(NCc3ccccc3)ncnc21)NCc1ccc2c(c1)OCO2 | -3 | 2 | -0.1 | 0 | 4 | -1 | 2.5 | i | 1 | -0.6
CSc1ccccc1NC(=O)c1cc(C(C)C)on1 | 0 | -2 | -0.5 | -7 | -11 | -2 | -0.9 | i | 1 | -1.0
CC(C)(C)c1ccc(C(=O)N/C(N)=N/c2nc3ccccc3o2)cc1 | -1 | 0 | -0.6 | 1 | 3 | 14 | nt | i | -2 | 1.1
CC(C)N(CC#CC(O)(c1ccccc1)c1ccccc1)CCO | 4 | -1 | -0.1 | -7 | -2 | -3 | -0.4 | i | 1 | -1.7
COc1ccc(/C=C/C(=O)N(CCC(N)=O)c2ccccc2)cc1S(=O)(=O)N1CCOCC1 | 0 | 2 | -0.1 | -4 | -3 | 6 | 1.0 | i | -2 | -0.6
COc1ccc(C(=O)c2ccc(Cl)cc2)c2ccccc12 | 3 | 0 | -1.1 | 11 | -12 | -5 | 1.6 | i | -7 | 1.5
Cc1nnc(N/N=C/c2ccccc2C(F)(F)F)n1N | 1 | -10 | 0.2 | -3 | -6 | -3 | -1.0 | i | -2 | -1.9
CCOC(=O)C(C)Sc1nc(-c2ccccn2)ncc1OC (configuration not stated) | 3 | 1 | 0.5 | 1 | -11 | 1 | -0.8 | i | 1 | 0.1
CCn1c(=O)c(CCC(=O)NCCN2CCOCC2)c(C)c2c(C)nn(-c3ccccc3)c21 | 2 | -1 | -1.1 | 2 | -2 | -11 | 0.9 | i | 1 | 1.3
O=C1CNC(=O)N1CC(O)Cn1c2ccccc2c2ccccc21 (configuration not stated) | -4 | 1 | -1.2 | 3 | -4 | 4 | -0.2 | i | 0 | -1.9
CCC(C)(C)n1c(=O)[nH]c2c(c1=O)CCC2 | -3 | 1 | -0.1 | 2 | -12 | 1 | 0.4 | i | -1 | -1.9
CC(C)(C)C(=O)NNC(=O)COc1ccc2ccccc2c1Br | 2 | 4 | -0.9 | 1 | 1 | -7 | -0.1 | i | -13 | 4.4
COc1ccc([C@H]2CC(=O)C=C(c3ccc(C)c(F)c3)C2)cc1 | 3 | 0 | -0.2 | -1 | -21 | -6 | -0.5 | i | -14 | 3.5
CCCCCOC(=O)Cn1c(=O)oc2ccccc21 | 2 | 2 | 0.0 | 2 | -9 | 0 | 1.2 | i | 1 | -0.7
CCc1ccc(NC(=O)NNC(=O)c2cc3ccccc3cc2O)cc1 | 3 | 20 | 0.2 | 2 | 18 | 3 | -0.2 | i | 3 | 2.0
CCn1c(=O)c(C(=O)NNS(=O)(=O)c2ccc(Br)cc2)c(O)c2ccccc21 | 1 | -6 | -0.9 | 0 | -2 | 16 | 2.1 | i | 20 | 2.0
O=C1C(=O)N(CCN2CCOCC2)C(c2ccccn2)/C1=C(/O)c1ccccc1 (configuration not stated) | 0 | -3 | 0.1 | 0 | -5 | -4 | 2.0 | i | -21 | -6.4
CC(C)N(C(=O)C[n+]1ccc(/C=N/O)cc1)C(C)C | -1 | -1 | -0.5 | 1 | 1 | 5 | 2.3 | + | -10 | -1.2
CC(Sc1ccccn1)C(=O)Nc1ccc(S(N)(=O)=O)cc1 (configuration not stated) | -4 | -1 | 0.2 | 4 | 0 | 4 | -0.3 | i | -1 | -0.5
CN(CC(=O)Nc1ccccc1C(F)(F)F)C(=O)COc1ncnc2sccc12 | -1 | -1 | -0.5 | -3 | -3 | -5 | -0.9 | i | -1 | -2.0
CC1Cc2nc(SCC(=O)N3CCOCC3)n(-c3ccccc3)c(=O)c2S1 (configuration not stated) | -1 | 12 | 0.0 | -1 | -5 | 6 | 1.5 | i | -11 | -1.3
CCC(C)NC(=O)CN1C(=O)COc2ccc(S(=O)(=O)N3CCOCC3)cc21 (configuration not stated) | -1 | 2 | 0.7 | 3 | 10 | -6 | 0.6 | i | 2 | -3.0
CCCOC(=O)CC1C(=O)NCCN1C(=O)OC(C)(C)C (configuration not stated) | 1 | 0 | 0.6 | -2 | -1 | -4 | 1.8 | i | 2 | -0.6
CCc1ccccc1NC(=O)CNC(=O)c1cc(C2CC2)nn1-c1ccccc1 | 0 | 4 | -0.5 | -2 | -1 | -8 | 2.6 | i | -4 | 0.4
COc1ccc(CCOC(=O)CNC(=O)c2ccc(Cl)cc2Cl)cc1 | -2 | 0 | 0.1 | 3 | 9 | -5 | 1.0 | i | 5 | -0.2
NS(=O)(=O)c1ccc(NC(=O)CSC2=NC(=O)C(c3ccccc3)C(=O)N2)cc1 (configuration not stated) | 1 | 0 | 0.1 | 0 | -11 | 1 | -0.5 | i | 0 | -1.2
CC(=O)Oc1c(C(=O)c2nnc(C)o2)c(=O)n(C)c2ccccc12 | 2 | 4 | -0.3 | 0 | -4 | 1 | -0.4 | i | 3 | -0.8
Cc1ccc(N/C(N)=N/c2nc(CSc3nnc(C)s3)cc(=O)[nH]2)c(C)c1 | -1 | 3 | -0.9 | 8 | 1 | 4 | 0.8 | i | 1 | 0.8
CCn1c(CCNC(=O)c2ccc(C)cc2)nnc1SCc1ccc(Cl)c(Cl)c1 | 1 | -2 | -0.1 | -9 | 5 | -3 | -0.4 | i | 6 | -0.2
CCOC(=O)Cn1nnnc1CN(Cc1ccc(OC)cc1)Cc1cc2cc(CC)ccc2[nH]c1=O | -1 | 0 | -1.3 | 1 | 4 | 6 | 0.5 | i | 5 | -0.7
CCOC(=O)C1=C(C)Nc2ccccc2N=C1NC(=O)Cc1ccc(Cl)c(Cl)c1 | 2 | 0 | -0.7 | -3 | 6 | -3 | -0.5 | i | 7 | -0.6
NC(=O)C[n+]1cccc(C(N)=O)c1 | -1 | 3 | -0.8 | -1 | -7 | -2 | -1.0 | i | -1 | -1.3
Cc1ccc(S(=O)(=O)N2CCCCC2)cc1NC(=O)CSc1nccn1C | -2 | 2 | -0.8 | -3 | -4 | -4 | 0.0 | i | -3 | -0.6
Cc1ccc(-c2ccc(SCC(=O)Nc3cc(C)on3)nn2)cc1 | -2 | 2 | -0.6 | -4 | 9 | -6 | -0.1 | i | -5 | -1.2
COc1ccc(NC2CC(=O)N(c3cccc(C)c3)C2=O)cc1 (configuration not stated) | -1 | -1 | -0.5 | -5 | 1 | 1 | 0.4 | i | -6 | -0.4
O=C(O)c1ccccc1NC(=O)C(c1ccccc1)c1ccccc1 | 1 | -2 | 1.6 | 0 | -11 | -1 | 0.6 | i | 7 | -2.1
COc1ccc(CN2CCN(c3ccccn3)CC2)c(OC)c1C | 2&-3 | 1&0 | -0.4&-0.7 | 4&-1 | -7&-1 | -11&-12 | -1.0&0.6 | i | -4&0 | -0.2&-2.0

Other records follow.
SMILES | STEP block | DNMT1 block | Tb MetRS inh | CSN deneddyl inh | Scp-1 inhibitor | NadD block | MsrA inh | Rpn11 inh | SUMO1-SIM PPI | LMPTP block
O=C(CN1C(=O)C2(OCCO2)c2ccccc21)c1ccc(Br)cc1 | 0 | 2 | 1.2 | 0 | -16 | -7 | nt | i | -2 | 2.0
CCSc1nnc(NS(=O)(=O)c2ccc(OC)cc2)s1 | -2 | 0 | -0.4 | 9 | -1 | -3 | 1.4 | i | -2 | -0.5
Cc1ccn2c(CC(C)(C)C)c(-c3ccc(F)cc3)nc2c1 | 0 | 22 | -0.9 | 4 | nt | 3 | 0.4 | i | 9 | 0.8
CC(C)(C)c1ccc(OCc2ccc(C(=O)N/N=C/c3ccc(O)c(O)c3)cc2)cc1 | -3 | -1 | 0.0 | -10 | 2 | 72* | 0.6 | i | 5 | 1.1

2 of the compounds above, with the structure last.
STEP block | DNMT1 block | Tb MetRS inh | CSN deneddyl inh | Scp-1 inhibitor | NadD block | MsrA inh | Rpn11 inh | SUMO1-SIM PPI | LMPTP block | Compound
-2 | 0 | -0.4 | 9 | -1 | -3 | 1.4 | i | -2 | -0.5 | CCSc1nnc(NS(=O)(=O)c2ccc(OC)cc2)s1
0 | 22 | -0.9 | 4 | nt | 3 | 0.4 | i | 9 | 0.8 | Cc1ccn2c(CC(C)(C)C)c(-c3ccc(F)cc3)nc2c1
